High-throughput results from PubChem BioAssay.
KCNH2 3.1 inh: qHTS for Inhibitors of KCHN2 3.1: Mutant qHTS; Potassium voltage-gated channel subfamily H member 2, brain isoform KCNH2 3.1 (human); U2OS KCNH2 3.1, thallium flux FluxOr; stronger effect = lower value; activity change, % (tested at about 1.8 µM); actives 0.95% (n = 340,000);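 active = maximum activity change below -70%; inconclusive = maximum activity change from -70% to -50%; inactive = maximum activity change above -50%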;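 also: thallium influx rate constant from kinetic fluorescence after stimulation buffer; % is scaled to controls: 0 for no effect and ±100 for the full control effect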
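Thallium flux read-out: FluxOr dye with Red40 quencher in HBSS/HEPES, 45 min at RT. Rate constants from kinetic reads were normalized to positive and negative DMSO controls. Cells: U2OS virally expressing the 3.1 isoform.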
Integrin act MD: qHTS for Activators of Integrin-Mediated Alleviation for Muscular Dystrophy | actives 0.064% (n = 350,000) | Potency, µM (series often up to 38.3 µM), without a hit: at the highest dose activation, hits mostly activators | alpha7betagal myoblasts, beta-gal FDG fluorescence, 48 h;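 also: potency is read from the fitted curve at half-maximal effect; 100% = response of the positive control SU9516; nearly all actives have a fitted effect of over 60% in size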
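alpha7betagal+/- myoblasts (passage 13, 250/well) treated 48 h at 37C with compounds at 1:260 dilution of DMSO stock. Lysed, then beta-galactosidase activity read as FDG fluorescence (ex 480/em 540) after 30 min, with pre-read for autofluorescence.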
A-T KAP1 phos: qHTS Assay for Identifying a Potential Treatment of Ataxia-Telangiectasia; […] A-T fibroblasts, KAP-1 phosphorylation AlphaLISA; neocarzinostatin DNA damage 30 min before lysis; Potency, µM (highest dose often 57.5 µM), without a hit: at the top dose activation, most hits filed as activators; actives 0.19% (n = 320,000); also: potency is read from the fitted curve at half-maximal effect; % of control where 0% means no effect; nearly all actives have a fitted effect of over 45% in size
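hTERT-immortalized A-T patient fibroblasts ([…]), 500 cells/well in OPTI-MEM, 1% FBS, got compounds for 60 min, then NCS for 30 min at 37C. Lysates were then assayed for phospho-KAP-1 by AlphaLISA (anti-pKAP1 donor, anti-KAP1 acceptor beads), 6 hr at 25C.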
ASM inhibitor: Inhibitors of Secretory Acid Sphingomyelinase (S-ASM): qHTS. Potency, µM (series often up to 57.5 µM), inactives show at the top dose activity change, negative = inhibition, usual class: inhibitors. AID 504937, 2011. placental ASM, HMU-PC fluorogenic substrate, 60 min. actives 0.006% (n = 340,000); also: potency is read from the fitted curve at half-maximal effect
Target sequence (P17405 47-631 limits assumed): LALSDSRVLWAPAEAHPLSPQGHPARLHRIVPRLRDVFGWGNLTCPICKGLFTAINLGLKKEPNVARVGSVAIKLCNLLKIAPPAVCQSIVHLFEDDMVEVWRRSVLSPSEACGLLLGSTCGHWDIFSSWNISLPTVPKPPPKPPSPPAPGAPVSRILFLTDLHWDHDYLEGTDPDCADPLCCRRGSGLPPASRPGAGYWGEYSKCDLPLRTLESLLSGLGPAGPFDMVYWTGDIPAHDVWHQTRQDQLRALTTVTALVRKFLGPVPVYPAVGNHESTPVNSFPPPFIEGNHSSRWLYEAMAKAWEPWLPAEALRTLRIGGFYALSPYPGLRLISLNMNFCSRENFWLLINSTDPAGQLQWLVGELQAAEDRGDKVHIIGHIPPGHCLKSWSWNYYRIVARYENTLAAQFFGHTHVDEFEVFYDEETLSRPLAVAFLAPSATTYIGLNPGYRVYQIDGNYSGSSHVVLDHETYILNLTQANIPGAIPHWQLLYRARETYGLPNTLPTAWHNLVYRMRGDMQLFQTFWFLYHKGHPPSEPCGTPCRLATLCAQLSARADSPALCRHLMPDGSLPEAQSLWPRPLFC
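Human placenta-derived ASM preincubated with compound 10 min at room temperature, then reacted with 9 uM (final) fluorogenic HMU-PC substrate for 60 min at 37 C. Stop solution raises pH to 10; fluorescence read at Ex 386/Em 447 nm.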
MLL CXXC-DNA inh: qHTS Fluorescence Polarization Assay for Inhibitors of MLL CXXC domain - DNA interaction. actives 0.037% (n = 290,000). Histone-lysine N-methyltransferase 2A (Homo sapiens), Q03164. Potency, µM (doses to about 115 µM), for the others: at the highest dose activity change, negative = inhibition, usual class: inhibitors. MLL-CXXC / FITC-HOXA9 DNA fluorescence polarization. AID 2662, 2010; active = well fitted inhibition curve with a large enough effect in the polarisation, with a control signal flat, not every such curve was filed as active; inconclusive = small, poorly fitted or top-dose-only effect, or effect the other way, or a change in a side signal; inactive = no such curve, though single readings can be large or run the other way; the % refers to the polarisation; also: potency is read from the fitted curve at half-maximal effect
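Steps: dispense CXXC domain solution (7 uM) → pin compounds or unlabeled HOX-A9 DNA control → 5 min ambient → add FLSN-HOX-A9 solution (50 nM) → spin → 30 min ambient → fluorescence polarization. Tris pH 7.5/NaCl/DTT/BSA buffer.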
Coupling enz: qHTS Assay for Inhibitors of Fructose-1,6-bisphosphate Aldolase from Giardia Lamblia: Coupling assay counterscreen | coupling enzyme system counterscreen, AmpLite Red fluorescence | activity change, negative = inhibition, % at 58.2 µM, hits read low | actives 0.67% (n = 290,000) | AID 2472, 2010; in the data active = activity change below about -30%; also: % is scaled to controls: 0 for no effect and ±100 for the full control effect
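Coupling enzymes only (glyceraldehyde-3-phosphate) + compound, at 57.5 uM final, 10 min RT; add substrate/coupling/AmpLite Red mix, 20 min RT; fluorescence ex 525/em 598 nm. Actives flag coupling-system interference.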
MBNL1-CUG inh: qHTS Assay for Inhibitors of MBNL1-poly(CUG) RNA binding | Muscleblind-like protein 1 (Homo sapiens), Q9NR56 | Potency, µM (series often up to 57.5 µM), for the others: top-dose activity change, negative = inhibition, actives largely listed as inhibitors | TR-FRET MBNL1-His/biotin-(CUG)12 binding, 665/545 ratio | actives 0.036% (n = 280,000) | AID 2675, 2010; active = well fitted inhibition curve with a large enough effect in the signal ratio, with a control signal flat, not every such curve was filed as active; inconclusive = small, poorly fitted or top-dose-only effect, or effect the other way, or a change in a side signal; inactive = no such curve, though single readings can be large or run the other way; the % refers to the signal ratio; also: potency is read from the fitted curve at half-maximal effect; % is scaled to controls: 0 for no effect and ±100 for the full control effect
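TR-FRET readout: Ex 340 nm, 665/545 nm emission ratio, normalized to buffer-only (basal) and MBNL1-(CUG)12 controls. Complex of MBNL1-His with Biotin-(CUG)12, compounds 92 nM–58 uM, incubated 60 min at room temperature.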
GALK inh: qHTS Assay for Inhibitors of Human Galactokinase (GALK); P51570; Purified GALK, Kinase-Glo residual ATP luminescence; Potency, µM (highest dose often 57.5 µM), for inactives: top-dose activity change, negative = inhibition, hits mostly inhibitors; actives 0.007% (n = 270,000); AID 1868, 2009; also: potency is read from the fitted curve at half-maximal effect; % is scaled to controls: 0 for no effect and ±100 for the full control effect
Target sequence (P51570 whole entry, looked up): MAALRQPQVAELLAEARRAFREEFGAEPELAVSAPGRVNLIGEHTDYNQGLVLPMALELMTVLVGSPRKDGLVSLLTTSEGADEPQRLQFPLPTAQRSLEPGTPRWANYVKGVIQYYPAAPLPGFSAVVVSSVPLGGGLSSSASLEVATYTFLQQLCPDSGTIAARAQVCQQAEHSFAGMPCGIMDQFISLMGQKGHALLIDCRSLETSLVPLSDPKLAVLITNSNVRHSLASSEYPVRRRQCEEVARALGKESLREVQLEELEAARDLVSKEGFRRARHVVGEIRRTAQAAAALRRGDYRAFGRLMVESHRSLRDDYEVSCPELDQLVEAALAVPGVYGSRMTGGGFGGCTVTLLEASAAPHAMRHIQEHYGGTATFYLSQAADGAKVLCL
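Kinase-Glo Plus luminescence measured ATP left after a 1 h room-temperature reaction. The reaction used 5 nM GALK, 100 uM galactose and 35 uM ATP at pH 8.0 (20 mM HEPES, 5 mM MgCl2, 60 mM NaCl, 1 mM DTT, 0.01% BSA).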
TRPV1 agonist: HTS Assay for Compounds that Act as Agonists of the Vanilloid Receptor 1 | activation, % at 8.33 µM | TRPV1-expressing cells, Fluo-8 calcium influx, agonist mode | actives 0.19% (n = 320,000) | Transient receptor potential cation channel subfamily V member 1 (Homo sapiens), Q8NER1; in the data active = activation above about 80%; inconclusive = between about 30% and that limit; also: 0% is about no effect
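Fluo-8 calcium influx in TRPV1-expressing cells, kinetic read (ex 480/em 520 nm). Compound added and read 3 min for agonist activity, followed by capsaicin at EC20 final and 2 min further read for enhancement.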
KCNH2 WT inh: qHTS for Inhibitors of KCHN2 3.1: Wildtype qHTS | AID 720551, 2013 | Voltage-gated inwardly rectifying potassium channel KCNH2 (Homo sapiens), Q12809 | actives 0.37% (n = 340,000) | U2OS, BacMam KCNH2, thallium flux FluxOr; stronger effect = lower value | activity change, % at 1.84 µM;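 active = maximum activity change below -70%; inconclusive = maximum activity change between -70% and -50%; inactive = maximum activity change above -50%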; also: % is scaled to controls: 0 for no effect and ±100 for the full control effect
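U2OS cells transduced with wild-type KCNH2 virus are loaded with FluxOr dye for 45 min, and thallium flux is measured in kinetic reads before and after stimulation buffer. Rate constants are normalized to DMSO controls.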
Active calls of the source: *; ? = inconclusive; . = no result given; [ ] = dose if it differs, or a comment. Unless noted, calls follow the shape of the dose curve; as a rule, active = well fitted curve in the direction sought with a large enough effect; inconclusive = small, poorly fitted or top-dose-only effect, or another doubt; inactive = no such curve, though single readings can be large; an effect the other way counts as inactive or inconclusive.

Molecule	MBNL1-CUG inh	KCNH2 3.1 inh	KCNH2 WT inh	GALK inh	A-T KAP1 phos	ASM inhibitor	Integrin act MD	Coupling enz	TRPV1 agonist	MLL CXXC-DNA inh
O=C(CN(C(=O)CCC(=O)Nc1ccccn1)c1ccc2c(c1)OCCO2)NCCc1ccccc1	-1%	-1	-4	9%	-9%	4%	0%	1	0	3%
C/C(=N\Nc1cc(C)nc(NCc2ccccc2)n1)c1cccc([N+](=O)[O-])c1	-6%	4	-4	0%	31%	-19%	-12%	-2	11	0%
C/C(=N\NC(N)=O)c1cccc(Cl)c1	.	0	-12	0%	.	5%	-16%	-4	1	4%
Cc1ccc(CNS(=O)(=O)c2ccc3c(c2)CCN3C(=O)C2CCC2)cc1	-4%	9	-12	-3%	-3%	3%	0%	.	3	27%
N#CCC(=O)Nc1ccc(C(=O)OCC(=O)NC(=O)Cc2ccccc2)cc1	.	5	5	.	-2%	-2%	10%	.	-5	.
OCCC1CN(Cc2cccn2-c2ncccn2)CCN1CCc1ccccc1 (stereo not given)	12%	?	9	1%	-1%	5%	0%	0	0	8%
Cc1c(NC(=O)c2ccc(N(Cc3ccccc3)S(C)(=O)=O)cc2)c(=O)n(-c2ccccc2)n1C	3%	6	-9	4%	2%	2%	9%	3	0	-10%
COc1cc(S(=O)(=O)NCc2ccncc2)ccc1Br	-3%	22	11	5%	1%	5%	-26%	0	3	-10%
Cc1cccc(OCCn2c(NC(=O)c3ccco3)nc3ccccc32)c1	2%	4	4	-3%	8%	-25%	-30%	-5	26	6%
Cc1ccccc1NS(=O)(=O)c1ccc(C)c(C(N)=O)c1	5%	8	-4	3%	-1%	1%	7%	2	-4	-13%
O=C(C1CC(c2ccccc2O)=NO1)N1CCCCC1 (stereo not given)	-1%	8	0	1%	1%	-3%	-9%	-1	2	-6%
CCC1CCCN1Cn1cnc2c([nH]c3ccc(Cl)cc32)c1=O (stereo not given)	5%	-38	24	.	-1%	0%	-14%	1	-1	-5%
CC1=CC(C)(C)Nc2ccc(OC(=O)CCN3C(=O)c4ccccc4C3=O)cc21	3%	9	1	-1%	16%	3%	-27%	-4	-2	5%
CC(=O)Nc1ccc2c(c1)-c1ccc(F)cc1C2=O	.	-17	-6	.	.	-4%	11%	.	.	.
Cc1ccc2nc(C(F)OC(F)(F)F)[nH]c2c1 (stereo not given)	-2%	7	2	1%	.	1%	-13%	-7	-2	8%
CC1CCN(C(=O)c2cc(F)c(F)cc2Cl)CC1	5%	4	-1	-3%	-2%	3%	15%	2	-2	-5%
CCOC(=O)C(NC(=O)NC1CCCCC1)(c1ccccc1)C(F)(F)F (stereo not given)	5%	-8	1	0%	-4%	1%	24%	3	4	26%
CCCCCC(=O)Nc1cccc(C2=NOC3(C2)C[C@H](C(N)=O)N(C(=O)CCCCC)C3)c1 (stereo not given in full)	3%	-21	-8	5%	-16%	-1%	-3%	0	-1	-2%
Cn1c(=O)oc2cc(S(=O)(=O)NCc3ccncc3)ccc21	-7%	-3	1	3%	3%	6%	-45%	4	1	25%
Cc1cc(Nc2cccc(F)c2)nc(N2CCOCC2)n1	1%	0	1	4%	-14%	3%	0%	-9	20	3%
CCOC(=O)N1CCN(c2ncnc3c2oc2nc(C)c4c(c23)CC(C)(C)OC4)CC1	0%	.	.	-2%	-3%	.	.	0	-2	2%
COc1cc(C(=O)NCCC(=O)NCc2ccc3c(c2)OCO3)cc(OC)c1OC	0%	-4	29	2%	8%	1%	30%	0	-2	-1%
Cc1ccc(N2NC(=O)/C(=C\c3cc4c(cc3[N+](=O)[O-])OCO4)C2=O)cc1C	?	20	-2	.	-10%	.	31%	2	4	-5%
O=C(CCCCCn1c(=S)[nH]c2cc3c(cc2c1=O)OCO3)N1CCN(Cc2ccccc2)CC1	1%	3	3	1%	2%	-3%	-27%	6	-3	65%[activator]
O=C1C=C(O)c2cccc3cccc1c23	151%[activator]	5	-3	-2%	-15%	-7%	-36%	-5	-1	?
Cc1ccc2c(c1)sc1nc(=O)n(-c3ccc(Cl)cc3)c(=O)n12	6%	18	-8	0%	-5%	5%	6%	5	-3	5%
CC1=NN(c2ccccc2)C(=O)/C1=C\c1cn(C)c2ccccc12	4%	-2	-37	11%	-27%	-24%	0%	-17	26	-19%
COC(=O)c1cccc(NC(=O)Cn2cnc3ccccc3c2=O)c1	-10%	-7	9	2%	8%	0%	11%	1	-8	6%
Cc1ccc(CC(NC(=O)c2ccccc2)C(=O)NC(CC(C)C)C(=O)O)cc1 (stereo not given)	-11%	2	-1	12%	3%	3%	23%	6	3	7%
CCOC(=O)c1nc(-c2ccc(OC)c(OC)c2)cnc1C#N	?	-32	21	.	-1%	0%	10%	5	2	-4%
NS(=O)(=O)c1ccc(CCNS(=O)(=O)c2cccc(C(=O)O)c2)cc1	-7%	10	-8	-1%	13%	1%	15%	8	4	31%[activator]
CC(=O)Oc1ccc(-c2nc3ccccc3c(=O)o2)cc1	-23%	-1	5	-8%	-1%	-3%	22%	0	4	6%
CC(C)(C)c1ccc(OCCOCCn2cnc3ccccc3c2=O)cc1	-3%	-16	.	1%	8%	-2%	-7%	-7	17	8%
OCCC#Cc1ccc(CN2CCN(Cc3ccccc3)C(CCO)C2)cc1 (stereo not given)	1%	-7	2	6%	3%	1%	0%	-1	0	2%
COc1ccccc1S(=O)(=O)c1c(C)cc(C)[nH]c1=O	-2%	-49	0	-3%	-10%	-2%	-13%	1	0	?
O=C(CCS(=O)(=O)c1ccccc1)N(CCCN1CCOCC1)c1nc2ccc(F)cc2s1	.	-17	7	.	25%	-3%	30%	.	3	.
COC(=O)c1c(NC(=O)/C=C/C(=O)O)sc(C)c1-c1ccc(C(C)C)cc1	2%	16	-7	-4%	11%	22%	-3%	20	-2	-4%
Cc1nn(C)c(Cl)c1CN1CCC(Oc2ccc(C(=O)N3CCCC3)cc2)CC1	-10%	-3	-26	-7%	1%	4%	-38%	.	-6	4%
CC(C)Cc1nc2oc3c(NCc4cccnc4)ncnc3c2c2c1CCC2	7%	-13	-10	-1%	0%	-2%	-16%	0	14	7%
Cn1cc(CN2CCc3sccc3C2)c(-c2ccccc2F)n1	1%	-25	-8	0%	3%	6%	2%	-5	-2	-1%
CCCCc1nnc(NC(=O)C(C)Sc2nc(C)cc(=O)[nH]2)s1 (stereo not given)	6%	-1	3	.	-4%	0%	-17%	5	0	10%
NC(=O)CSc1nnc(NC(=O)c2ccc3ccccc3c2)s1	.	9	34	.	-7%	-14%	22%	.	0	.
N#Cc1ccsc1NC(=O)COC(=O)c1ccc2ccccc2c1	116%[activator]	7	14	2%	9%	-2%	11%	-1	2	1%
COc1ccc(OC)c(S(=O)(=O)N2CCC(C(=O)N(C)Cc3ccccc3)CC2)c1	-7%	1	-11	1%	24%	3%	-25%	5	-2	29%
CC1CCCN(CCCNC(=O)CN2C(=O)COc3ccccc32)C1 (stereo not given)	2%	-15	27	6%	6%	-4%	-2%	.	2	11%
COc1ccc(NC(=O)CC2CC3CCC2C3)cn1 (stereo not given)	-6%	3	-2	11%	-3%	3%	0%	5	26	-2%
O=C(CN1CCOCC1)n1c2c(c3ccccc31)CCCC2	-3%	17	-15	-1%	2%	-2%	?	-3	2	7%
O=C(c1ccccc1F)N1CCN(c2ncccn2)CC1	4%	4	5	-1%	0%	1%	-23%	2	7	0%
